Source: PubChem (Sanford-Burnham Center for Chemical Genomics)
SIAH1 antagonists = Siah-1 peptide-binding antagonists, primary screen, biochemical, fluorescence polarization, rhodamine-plectin, uHTS (AID 1817); displacement, % at 20 µM; hits with a dose series show IC50 in µM; actives 0.02% (n = 290,000); E3 ubiquitin-protein ligase SIAH1 (Homo sapiens); Siah-1 / rhodamine-plectin peptide fluorescence polarization; higher % means a stronger effect;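 active means displacement of at least 50% at 20 µM, with a fluorescence ratio check between 0.3 and a set limit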;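 further: plate controls were Siah plus tracer with DMSO for no effect and tracer alone without Siah for full effect; strong numbers were not always called active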
GPR35 antagonists = GPR35 antagonists blocking zaprinast-driven arrestin recruitment, primary screen, imaging, U2OS, beta-arrestin-GFP, zaprinast agonist (AID 2058); U2OS GPR35 beta-arrestin-GFP translocation imaging, zaprinast antagonism; higher % means a stronger effect; one-dose inhibition, % at 10 µM; IC50 in µM for titrated hits; actives 0.052% (n = 290,000);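 active means inhibition of at least 50% with at least 30 cells and total cytoplasm GFP at most 10,000,000; inconclusive means under 30 cells or total GFP of 10,000,000 plus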
KOR beta-arrestin-1 = KOR antagonists, beta-arrestin recruitment, cell-based, luminescence, uHTS (AID 1778) | actives 0.091% (n = 290,000) | KOR beta-arrestin recruitment, luminescence, antagonist mode; higher % means a stronger effect | one-dose inhibition, % at 10 µM; IC50 in µM for titrated hits | Kappa-type opioid receptor (Homo sapiens); in the data active means inhibition above about 50%; further: strong numbers were not always called active
KOR beta-arrestin-2 = KOR agonists, beta-arrestin recruitment, primary screen, cell-based, luminescence, uHTS (AID 1777); Kappa-type opioid receptor (Homo sapiens); KOR beta-arrestin recruitment, luminescence; higher % means a stronger effect; activation, % at 10 µM; hits with a dose series show EC50 in µM; actives 0.02% (n = 280,000); in the data active means activation above about 50%, passing the limit was not always enough; further: a part of the inactive calls stands beside numbers as strong as those of hits
GPR55 antagonists = GPR55 antagonists blocking LPI-driven arrestin recruitment, primary screen, imaging, U2OS, beta-arrestin-GFP, LPI agonist (AID 2013). G-protein coupled receptor 55 (Homo sapiens). U2OS GPR55 beta-arrestin-GFP translocation imaging, LPI antagonism; higher % means a stronger effect. actives 0.13% (n = 290,000). one-dose inhibition, % at 10 µM; IC50 in µM for titrated hits;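 active means spots per cell inhibited over 60%, with over 100 cells counted and total cytoplasm intensity under 500,000; inconclusive means wells with under 100 cells, flagged as likely toxic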;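 further: U2OS cells stably carrying GPR55 and arrestin-GFP stimulated by 5 µM LPI near EC80; imaged beta-arrestin-GFP aggregate spots per cell after agonist stimulation; plate controls were LPI-stimulated DMSO wells for no effect and DMSO wells without LPI for full effect; some results filed as inactive read as strong as hits; confirmed hits need IC50 under 10 µM and bright autofluorescent wells are also inconclusive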
NOD1 NF-kB reporter = NOD1 signaling inhibitors, primary screen, cell-based, luminescence, uHTS (AID 1578) | NOD1-driven NF-kB luciferase reporter cells, luminescence; higher % means a stronger effect | actives 1% (n = 290,000) | inhibition, % at 4 µM, or EC50 in µM where a hit was titrated; in the data active means inhibition mostly above about 36%, no sharp cut-off; inactive means mostly below about 34%;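 further: HEK-293T reporter cells stimulated with the NOD1 agonist gamma-tri-DAP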
GPR55 beta-arrestin = GPR55 agonists via beta-arrestin recruitment, primary screen, imaging, U2OS cells, beta-arrestin-GFP redistribution (AID 1961). G-protein coupled receptor 55 (Homo sapiens). U2OS GPR55 beta-arrestin-GFP redistribution imaging; higher % means a stronger effect. one-dose activation, % at 10 µM; EC50 in µM for titrated hits. actives 0.048% (n = 290,000);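 active means activation above 40% with more than 50 cells counted in the well; inconclusive means wells holding fewer than 50 cells, flagged as toxic or sparse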;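 further: U2OS osteosarcoma cells stably expressing GPR55 and beta-arrestin-GFP; plate controls were DMSO negative control for no effect and LPI positive control for full effect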
AID2073 = inhibitors of Mint1-CaV2.2 protein interaction, biochemical, HTRF (AID 2073); Voltage-dependent N-type calcium channel subunit alpha-1B (Homo sapiens); HTRF protein-protein interaction, Mint1-CaV2.2; higher % means a stronger effect; one-dose inhibition, % at 20 µM; IC50 in µM for titrated hits; actives 0.19% (n = 290,000); in the data active means inhibition mostly above about 51%, no sharp cut-off; inconclusive means no clear call, values can overlap the other calls; inactive means mostly below about 53%; further: some results filed as inactive read as strong as hits
HIV fusion peptide = inhibitors of HIV fusion peptide binding, primary screen, biochemical, uHTS, fluorescence dequenching (AID 1986); cell-free peptide binding, fluorescence dequenching, 30 min; higher % means a stronger effect; inhibition, % at 20 µM, or IC50 in µM where a hit was titrated; actives 0.3% (n = 290,000); in the data active means inhibition mostly above about 52%, no sharp cut-off; inactive means mostly below about 76%; further: some results filed as inactive read as strong as hits
* marks the source's active call; other numbers are inactive results; ? = inconclusive; / = not tested or not shown; [ ] = remark or other dose. Not all compounds are listed, so the mix of outcomes need not match the whole.

SMILES	SIAH1 antagonists	GPR35 antagonists	KOR beta-arrestin-1	KOR beta-arrestin-2	GPR55 antagonists	NOD1 NF-kB reporter	GPR55 beta-arrestin	AID2073	HIV fusion peptide
O=C1c2ccccc2C(=O)N1CCCn1c(=O)oc2ccccc21	-2.8%	-11.7%	-13.2%	2.8%	7.4%	-7.9%	0.1%	10.5%	-0.4%
COc1ccccc1N1CC(C)(C)C(=O)N(C(=O)c2c(F)cccc2Cl)C1=S	2.2%	14.8%	18.4%	4.0%	16.7%	-10.7%	0.7%	-57.5%	-2.9%
Cc1ccc(Cc2nnc3n(-c4ccccc4)nc(C(=O)c4ccccc4)n3c2=O)cc1	1.0%	4.0%	27.9%	-2.6%	-5.4%	-6.9%	0.2%	2.2%	-1.0%
Cc1ccc(NC2=NCC(Cc3ccc(Br)cc3)S2)cc1 (configuration not stated)	6.3%	-23.9%	-17.3%[20 µM]	/	49.0%	-39.6%	-0.1%	35.2%	1.2%
Cc1c(Cl)cccc1NC(=S)N1CCN(C(=O)C2CCCO2)CC1 (configuration not stated)	-1.2%	-4.6%	-25.8%	-1.2%	-12.3%	-6.2%	1.1%	-34.2%	0.5%
Cc1cc(Nc2ccc(Cl)cc2)nc(-c2ccccc2O)n1	-2.6%	-5.7%	16.5%	1.3%	2.0%	-7.2%	0.4%	30.9%	2.2%
CCOC(=O)C1C(=O)NC(c2ccccc2)=NC1c1ccc(Br)cc1 (configuration not stated)	-0.4%	-4.2%	-44.9%	1.0%	3.9%	-32.3%	-0.3%	-4.0%	-0.4%
CSCCC1NC(=O)N(C(C)C(=O)Nc2cc(Cl)cc(Cl)c2)C1=O (configuration not stated)	-2.4%	22.2%	-5.1%	2.9%	-10.4%	-20.2%	0.6%	-1.9%	0.8%
Cc1cc(C)n(Cc2ccccc2)c(=O)c1S(=O)(=O)c1ccccc1	4.2%	5.6%	6.1%	-1.9%	-19.4%	-0.4%	0.3%	3.3%	-1.2%
C/C(N)=C(/C#N)C(=O)CSc1nnnn1-c1ccc(C)cc1C	-6.2%	0.7%	-14.9%	-2.2%	3.4%	9.5%	-0.3%	-1.8%	3.5%
CCOCCCNC(=O)/C(C#N)=C/c1ccccc1F	-0.9%	-6.7%	-11.5%	4.6%	25.9%	-15.4%	-0.4%	-8.0%	-0.2%
NC(=O)c1ccc(-c2ccccc2F)cc1	3.8%	2.0%	-1.1%	-1.9%	5.8%	0.0%	0.2%	10.0%	-0.4%
O=C1C=C(NCCNc2c(F)c(F)c(CO)c(F)c2F)CCC1	2.1%	-19.7%	29.3%	-1.6%	9.5%	9.6%	0.0%	8.8%	0.1%
CCOC(=O)C1=C(C)N(C)C(=O)NC1c1c(C)nn(-c2ccc(C)cc2)c1Cl (configuration not stated)	5.4%	-0.7%	-4.9%	-5.6%	-10.2%	-0.6%	-0.2%	-2.3%	-0.3%
O=C(Oc1ccc[nH]c1=O)c1cc([N+](=O)[O-])cc([N+](=O)[O-])c1	13.4%	7.3%	22.1%	2.3%	4.7%	3.1%	0.0%	20.7%	3.5%
CCc1cc2c(NC(Cc3c[nH]c4ccccc34)C(=O)O)nc(C)nc2s1 (configuration not stated)	3.6%	-13.0%	-8.6%	-1.8%	1.0%	-20.7%	0.3%	6.0%	8.3%
CC(=O)c1ccc(N2CCN(CN3C(=O)CC4(CCCC4)C3=O)CC2)c(F)c1	-1.9%	-7.5%	-11.4%	-0.4%	9.2%	3.3%	0.0%	45.6%	-1.7%
CCN(CC)C(=O)c1ccccc1NS(=O)(=O)c1ccc(OC)c(C(=O)N2CCOCC2)c1	11.4%	8.2%	10.3%	-2.0%	-8.8%	-40.4%	-0.1%	-6.8%	-0.2%
Cc1ccc(N=Cc2c(O)n(-c3nccs3)c(=O)c3ccccc23)c(C)c1	1.2%	-11.5%	-120.2%	3.7%	2.7%	-13.6%	0.1%	18.2%	75.3%*
NNC(=O)c1cccc(COc2ccc(Br)cc2)c1	0.5%	-11.0%	13.1%	-2.1%	4.2%	-40.1%	-0.1%	-2.3%	-1.5%
Cc1c(C(=O)O)oc2ccc3c(c12)C(O)CC(C)(C)O3 (configuration not stated)	7.9%	-11.7%	-15.2%	0.2%	4.8%	4.6%	0.0%	?	-1.8%
O=C(CN1CCN(Cc2ccccc2Cl)C1=O)NCC1CCCO1 (configuration not stated)	2.6%	5.8%	38.1%	-2.8%	-13.1%	8.7%	-0.2%	0.7%	-0.7%
COc1cccc(NC(=S)/C(=C(\[O-])c2ccc([N+](=O)[O-])cc2)[n+]2ccccc2)c1	-0.5%	14.8%	0.4%	-9.8%	9.9%	-7.9%	-0.1%	-2.9%	-1.9%
Cc1ccc(C(=O)NC(=S)Nc2ccc3[nH]c(=O)[nH]c3c2)c(C)c1	9.5%	1.0%	-16.2%[20 µM]	-7.7%	3.6%	-28.2%	0.2%	24.1%	0.7%
CN1CCN(CCC(=O)Nc2ccc(OCc3ccccc3)cc2)CC1	2.8%	1.6%	-19.3%	-4.6%	9.4%	1.6%	-1.0%	-3.1%	54.4%
O=C(CCCCCn1c(=S)[nH]c2ccc(Br)cc2c1=O)NCC1CCCO1 (configuration not stated)	4.4%	7.1%	-19.7%	-7.0%	17.1%	-4.8%	-0.1%	-18.6%	1.6%
C#CC1(NC(=O)NC(C)(C)C)CCCCC1	-0.9%	-1.7%	-16.5%	3.4%	-2.0%	-20.0%	0.7%	3.3%	-0.1%
COc1ccccc1Cn1c(=S)[nH]c2cc(C(=O)N3CCN(C)CC3)ccc2c1=O	4.2%	6.4%	-28.2%	0.4%	5.6%	10.7%	0.0%	-38.1%	-2.7%
O=C(Nc1ccccc1C(F)(F)F)c1ccccn1	6.1%	-1.7%	-9.3%	-1.0%	17.1%	-25.8%	-0.3%	-9.6%	2.8%
COC(=O)c1sccc1NC(=O)Nc1ccc(Cl)c(Cl)c1	4.1%	5.8%	-18.4%	8.1%	3.3%	-43.2%	-0.3%	42.6%	2.6%
Cc1ccc(NCC(=O)Nc2ccc(Br)cc2)cc1F	-6.7%	8.6%	-14.2%	2.6%	-8.1%	-21.8%	-0.2%	0.6%	2.2%
CC(C)(C)c1ccc(NC(=O)c2cc[n+]([O-])cc2)cc1	6.8%	-1.1%	6.7%	2.9%	1.4%	-9.6%	-0.1%	32.4%	0.4%
CN(C)c1ccc(/C=N/NC(=O)CN2CCN(c3ccc(F)cc3)CC2)cc1	-1.5%	-3.9%	0.4%	-2.3%	18.0%	-23.4%	-0.3%	-1.2%	-1.4%
CCc1nnc(NC(=O)CSc2nnc(-c3ccc(OC)cc3)n2C)s1	-2.3%	2.4%	15.4%	-0.7%	0.9%	/	-0.1%	5.3%	0.1%
Cc1ccc(NC(=O)c2ccc(CSc3nnc(-c4ccncc4)n3C)cc2)c(C)c1	-3.3%	6.2%	-14.7%	0.8%	-1.0%	17.0%	-0.1%	-0.7%	-2.8%
COc1cc(C(=O)NC2CCCNC2)cc(OC)c1OC (configuration not stated)	5.0%	-9.5%	-1.7%	-2.2%	4.6%	1.2%	-0.5%	0.2%	-1.1%
Cc1cc(-n2c(=S)sc3c(=O)n(-c4ccc(F)cc4)c(SCC(=O)O)nc32)ccc1Cl	-2.9%	0.3%	-6.9%	-5.2%	3.7%	-2.9%	0.3%	8.3%	5.9%
CCOC(=O)CC(NS(=O)(=O)Cc1ccccc1)c1ccc(C)cc1 (configuration not stated)	-0.5%	-0.1%	27.7%	1.5%	4.0%	-17.6%	-0.3%	-2.9%	-1.0%
Cc1ccc(OCc2cc(C(=O)N(C)Cc3nccn3C)no2)cc1C	3.4%	-11.8%	-19.1%	1.5%	-7.8%	-18.5%	0.3%	9.7%	-0.2%
COc1ccccc1NC(=O)c1cc(S(=O)(=O)NC2CCCC2)ccc1F	2.0%	14.0%	-36.8%	0.3%	13.4%	-12.0%	-0.1%	5.9%	2.3%

2 compounds from above, limited to GPR55 beta-arrestin and GPR55 antagonists.
molecule,GPR55 beta-arrestin,GPR55 antagonists
CN(C)c1ccc(/C=N/NC(=O)CN2CCN(c3ccc(F)cc3)CC2)cc1,-0.3%,18.0%
CCc1nnc(NC(=O)CSc2nnc(-c3ccc(OC)cc3)n2C)s1,-0.1%,0.9%

The list goes on:
SMILES	SIAH1 antagonists	GPR35 antagonists	KOR beta-arrestin-1	KOR beta-arrestin-2	GPR55 antagonists	NOD1 NF-kB reporter	GPR55 beta-arrestin	AID2073	HIV fusion peptide
Cc1cccc(Nc2n[nH]c(=S)s2)c1C	2.1%	12.3%	-20.9%	2.9%	26.5%	-19.9%	0.2%	-23.5%	1.3%
Cc1ccccc1NCC(=O)N/N=C\C=C\c1cccc([N+](=O)[O-])c1	-5.3%	-4.6%	-0.7%	-2.7%	10.9%	-9.4%	-0.4%	-6.6%	-3.6%
Cc1ccc(C(=O)N2N=C(CC(C)C)CC2(O)C(F)(F)F)o1 (configuration not stated)	6.8%	14.8%	21.5%	-3.0%	1.8%	-4.9%	-0.3%	3.9%	-1.6%
CC(C)C(OC(=O)c1ccc(Cl)nc1)C(=O)NC1CCCCC1 (configuration not stated)	3.8%	8.2%	9.8%	0.0%	7.4%	-9.9%	1.1%	10.2%	-0.7%
CC(=O)Cc1nsc(NC(=O)c2ccc(COc3ccccc3C)o2)n1	-0.9%	-15.6%	-7.5%	-4.9%	4.5%	5.5%	-0.1%	31.0%	4.3%
CC1CCN(C(=O)CSc2n[nH]c(-c3cccs3)n2)CC1	-2.6%	-0.3%	15.4%	-1.2%	8.6%	-14.1%	-0.1%	-0.2%	-1.2%
CN(C)c1ncc(/C=C2/C(=O)NC(=S)N(C3CCCCC3)C2=O)cn1	0.5%	-7.1%	-41.3%[20 µM]	-1.2%	15.0%	23.4%	-0.1%	17.1%	32.3%
